CHO parental Ca: signal in parental CHO cells, OX1R antagonist counter-screen; parental CHO-K1, ATP-induced calcium, Fluo-8 fluorescence; hit rate 0.63% among 330,000; AID 463079; inhibition, % at 5.6 µM;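 active = inhibition above that plate's mean sample inhibition plus 3 SD, cut at about 26% in these data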;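 also: 0% = ATP-challenged DMSO wells and 100% = DMSO wells without ATP; some compounds past the cut are filed as inactive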
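Assay system: parental CHO cells; Read-out basis: percent inhibition of ATP-evoked calcium rise, normalized to controls; Benchmarks: ATP and no-ATP DMSO wells; Compound dosing: single nominal dose of 5.6 µM per compound; Signal: Fluo-8 calcium dye fluorescence; Also added: ATP as calcium-mobilizing challenge; Repeats: singlicate.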
M1 ag parental: nonselective activator or artifact in parental CHO-K1 cells | Fluo-8 calcium fluorescence; scaled to maximal ATP response, vehicle zero | activation, % at 3 µM | hit rate 0.48% among 360,000 | AID 602248; in the data active = activation above about 15%;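 also: untransfected CHO-K1 host cells lacking M1 receptor as counterscreen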
M1 antag: antagonists of human M1 muscarinic receptor | P11229 | CHO-K1 hM1, Fluo-8 calcium fluorescence, ACh EC80 antagonist | inhibition, % at 3 µM | hit rate 1.3% among 360,000;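 active = percent inhibition above its own plate's cutoff, namely the mean of that plate's compound wells plus 3 SD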;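 also: peak over basal fluorescence ratio during 140 s after agonist addition; 0% = ACh EC80 plus DMSO and 100% = DMSO alone without agonist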
Target sequence (P11229 whole entry, looked up): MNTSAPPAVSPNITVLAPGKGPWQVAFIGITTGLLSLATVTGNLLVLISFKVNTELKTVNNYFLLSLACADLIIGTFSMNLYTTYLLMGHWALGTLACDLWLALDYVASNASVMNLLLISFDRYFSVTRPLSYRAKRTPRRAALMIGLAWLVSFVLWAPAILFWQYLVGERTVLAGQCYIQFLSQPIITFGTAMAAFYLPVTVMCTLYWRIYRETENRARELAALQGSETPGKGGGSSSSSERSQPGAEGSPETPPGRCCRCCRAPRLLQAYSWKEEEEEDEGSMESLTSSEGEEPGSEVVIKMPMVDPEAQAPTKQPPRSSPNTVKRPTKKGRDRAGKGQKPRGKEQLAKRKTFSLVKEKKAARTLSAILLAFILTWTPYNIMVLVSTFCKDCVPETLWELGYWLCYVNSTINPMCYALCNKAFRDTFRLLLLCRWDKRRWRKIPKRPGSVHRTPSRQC
M1 ag: human M1 muscarinic receptor agonism. activation, % at 3 µM. P11229. hit rate 0.33% among 360,000. CHO-K1 hM1, Fluo-8 calcium fluorescence, agonist mode; 0% DMSO, 100% acetylcholine EC100;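 active = activation above the run's mean compound activation plus 3 SD, cut at about 16% in these data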;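 also: peak over basal fluorescence ratio within a 140 s kinetic read after compound addition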
TAAR1 ag: agonists of human TAAR1. AID 624467. activation, % at 3 µM. hit rate 0.99% among 360,000. CHO RD-HGA16 TAAR1, Fluo-8 calcium fluorescence; vehicle wells 0%, saturating PEA agonist 100%;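 active = activation above the mean activation of all test compounds in the run plus 3 SD, cut at about 38% in these data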
Target sequence (Q96RJ0 whole entry, looked up): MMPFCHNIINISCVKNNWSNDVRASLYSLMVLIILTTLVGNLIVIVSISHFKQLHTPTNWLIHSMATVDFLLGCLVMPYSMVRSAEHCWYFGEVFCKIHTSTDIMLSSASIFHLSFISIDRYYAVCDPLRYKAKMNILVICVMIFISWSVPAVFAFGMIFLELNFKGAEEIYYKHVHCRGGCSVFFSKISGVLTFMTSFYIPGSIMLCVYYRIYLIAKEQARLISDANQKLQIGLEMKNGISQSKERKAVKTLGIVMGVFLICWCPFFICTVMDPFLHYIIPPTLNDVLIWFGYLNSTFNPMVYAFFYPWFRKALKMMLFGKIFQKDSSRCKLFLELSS
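System: CHO-derived RD-HGA16 cells with stable Gα16 and human TAAR1 / Times: 17-24 h plating, Fluo-8 75 min 37 °C, 30 min RT / Technique: calcium-sensitive Fluo-8 signal, excitation 470-495, emission 515-575 nm / Measure: % activation relative to PEA EC100 response / Benchmarks: DMSO and PEA EC100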
CHO-K1 Ca antag: nonselective inhibitor or artifact in parental CHO-K1 cells; inhibition, % at 3 µM; AID 602250; hit rate 0.6% among 360,000; ATP-induced calcium, Fluo-8 fluorescence;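 active = inhibition above a per-plate cutoff, the plate's mean sample inhibition plus 3 SD, cut at about 24% in these data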;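 also: 0% = DMSO plus EC80 ATP and 100% = DMSO alone without ATP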
TAAR1 antag: human TAAR1 antagonism | Q96RJ0 | CHO RD-HGA16 TAAR1, Fluo-8 calcium fluorescence, antagonist | inhibition, % at 3 µM | hit rate 1.5% among 360,000 | AID 624466;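 active = inhibition above a per-plate cutoff, the mean inhibition of test compounds on that plate plus 3 SD, cut at about 49% in these data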;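 also: 0% = DMSO plus EC80 beta-PEA response and 100% = DMSO alone without agonist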
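Test system – hTAAR1-expressing CHO RD-HGA16 cells, Gα16-coupled · Also added – β-PEA at EC80 concentration, post-compound challenge · Compound – 3 µM, single point · Incubation – dye loading 75 min at 37 °C, then 30 min room temperature · Measured by – Fluo-8 intracellular calcium dye fluorescence, real-time kinetic reads · Benchmarks – vehicle and agonist controls · Replicates – singlicate, one well per test compound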
CHRM1 PAM: potentiates human M1 receptor response to acetylcholine; P11229; CHO-K1 hM1, Fluo-8 calcium fluorescence, ACh EC20; 0% = ACh EC20, 100% = maximal ACh; activation, % at 3 µM; hit rate 0.088% among 360,000; AID 588819; in the data active = activation above about 19%, passing the limit was not always enough
CHO-K1 Ca PAM: nonselective activator or artifact in parental CHO-K1 calcium assay; activation, % at 3 µM; AID 602247; hit rate 0.02% among 360,000; ATP EC20, Fluo-8 calcium fluorescence; 0% at ATP EC20, 100% at ATP max;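 active = activation above the run cutoff, the mean activation of all test compounds plus 3 SD, cut at about 40% in these data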;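 also: peak over basal fluorescence ratio in a 140 s read after ATP addition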
* marks the source's active call; other numbers are inactive results.

`O=C(O)COc1ccc(C(=O)Cc2ccc3c(c2)OCCCO3)c(O)c1` gave CHO parental Ca 3, M1 ag parental 0.2, M1 antag -1, M1 ag -1, TAAR1 ag 16, CHO-K1 Ca antag -10, TAAR1 antag 7, CHRM1 PAM -1 and CHO-K1 Ca PAM -6.
For COC(=O)C1N[C@@H]([C@@H](NC(=O)COc2ccccc2)C(=O)NCc2ccccc2)SC1(C)C (stereo partly specified) the results were CHO parental Ca -21, M1 ag parental 2.1, M1 antag 10, M1 ag -5, TAAR1 ag 13, CHO-K1 Ca antag -9, TAAR1 antag 28, CHRM1 PAM -9 and CHO-K1 Ca PAM -4.
CC(C)CC(=O)Nc1cccc(C(=O)Nc2ccccc2C(=O)O)c1 was read as CHO parental Ca -9, M1 ag parental 0.0, M1 antag -14, M1 ag 1, TAAR1 ag 7, CHO-K1 Ca antag -10, TAAR1 antag -17, CHRM1 PAM 4 and CHO-K1 Ca PAM 22.
For O=C(NCc1nnc(SC/C=C/c2ccccc2)o1)c1ccco1 the results were CHO parental Ca -12, M1 ag parental -0.1, M1 antag 7, M1 ag -2, TAAR1 ag 9, CHO-K1 Ca antag 16, TAAR1 antag 5, CHRM1 PAM 0 and CHO-K1 Ca PAM -7.
For COc1ccc(S(=O)(=O)N2CCN(C(=O)COc3ccc(C)c(C)c3)CC2)cc1OC the results were CHO parental Ca -11, M1 ag parental 0.6, M1 antag 7, M1 ag -5, TAAR1 ag 2, CHO-K1 Ca antag 20, TAAR1 antag -19, CHRM1 PAM -4 and CHO-K1 Ca PAM -2.
For C/C(=N\NC(=O)COc1ccc(C)cc1[N+](=O)[O-])c1cccs1 the results were CHO parental Ca -4, M1 ag parental 0.4, M1 antag -8, M1 ag -5, TAAR1 ag 1, CHO-K1 Ca antag -12, TAAR1 antag -9, CHRM1 PAM 3 and CHO-K1 Ca PAM 16.
Screening Cc1ccc(-c2nc3sc(C#N)c(N)n3c(=O)c2C#N)cc1 returned CHO parental Ca -12, M1 ag parental 1.3, M1 antag -2, M1 ag -11, TAAR1 ag 20, CHO-K1 Ca antag -14, TAAR1 antag 17, CHRM1 PAM 7 and CHO-K1 Ca PAM 18.
`CC(C)NC(=O)CN(CCc1ccccc1)S(C)(=O)=O` gave CHO parental Ca -11, M1 ag parental 0.4, M1 antag -5, M1 ag -6, TAAR1 ag 2, CHO-K1 Ca antag 1, TAAR1 antag -2, CHRM1 PAM 1 and CHO-K1 Ca PAM 13.
`CCN1CCN(C(=O)CCCCCn2c(=O)[nH]c3cc(C(=O)OC)ccc3c2=O)CC1` gave CHO parental Ca -10, M1 ag parental 0.6, M1 antag 23, M1 ag -6, TAAR1 ag 0, CHO-K1 Ca antag 1, TAAR1 antag 1, CHRM1 PAM -8 and CHO-K1 Ca PAM 12.
`OC(COC(c1ccccc1)c1ccccc1)CN1CCN(c2ccccn2)CC1` (stereo unspecified) gave CHO parental Ca -27, M1 ag parental 5.4, M1 antag 42*, M1 ag -8, TAAR1 ag 3, CHO-K1 Ca antag -1, TAAR1 antag -4, CHRM1 PAM -26 and CHO-K1 Ca PAM 15.
Screening Cc1cc(C)n(-c2ccc(Cl)c(C(=O)Nc3ccc(OC(F)(F)F)cc3)n2)n1 returned CHO parental Ca -5, M1 ag parental -0.5, M1 antag -5, M1 ag -3, TAAR1 ag -1, CHO-K1 Ca antag 13, TAAR1 antag -14, CHRM1 PAM 7 and CHO-K1 Ca PAM 1.
`Nc1ccccc1C(=O)NCc1ccc(F)cc1` gave CHO parental Ca -16, M1 ag parental 2.1, M1 antag -13, M1 ag -3, TAAR1 ag 0, CHO-K1 Ca antag -16, TAAR1 antag -1, CHRM1 PAM 9 and CHO-K1 Ca PAM 10.
Screening CCOC(=O)C(=CNc1ccc2c(c1)CCN2C(C)=O)C(=O)OCC returned CHO parental Ca -15, M1 ag parental -0.4, M1 antag -13, M1 ag -2, TAAR1 ag -3, CHO-K1 Ca antag -11, TAAR1 antag -96, CHRM1 PAM 14 and CHO-K1 Ca PAM 20.
Screening N/C(=N\OC(=O)/C=C/c1ccccc1Cl)c1ccncc1 returned CHO parental Ca -13, M1 ag parental 0.9, M1 antag -6, M1 ag -2, TAAR1 ag 1, CHO-K1 Ca antag -11, TAAR1 antag 11, CHRM1 PAM 7 and CHO-K1 Ca PAM -7.
For Nc1nnc(CC(c2ccccc2)c2ccccc2)s1 the results were CHO parental Ca -9, M1 ag parental 1.4, M1 antag 2, M1 ag -3, TAAR1 ag 4, CHO-K1 Ca antag -6, TAAR1 antag -10, CHRM1 PAM -1 and CHO-K1 Ca PAM 12.
CNC(=O)[C@@]1(C)C=C[C@@H](Cc2ccccc2)N1C(=O)OC was read as CHO parental Ca -6, M1 ag parental 0.8, M1 antag -12, M1 ag -1, TAAR1 ag 1, CHO-K1 Ca antag -22, TAAR1 antag 16, CHRM1 PAM 4 and CHO-K1 Ca PAM 15.
COC(=O)c1cc(NC(=O)c2cccs2)ccc1N1CCOCC1 was read as CHO parental Ca -16, M1 ag parental 3.1, M1 antag -9, M1 ag -4, TAAR1 ag 2, CHO-K1 Ca antag -9, TAAR1 antag 11, CHRM1 PAM 4 and CHO-K1 Ca PAM 10.
Screening O=C(O)c1ccccc1S(=O)(=O)CC(=O)N1CCCCC1 returned CHO parental Ca -6, M1 ag parental 0.2, M1 antag -6, M1 ag -3, TAAR1 ag 6, CHO-K1 Ca antag -8, TAAR1 antag -4, CHRM1 PAM 4 and CHO-K1 Ca PAM 8.
Screening CCCn1ccnc1SCC(=O)Nc1c(C)n(C)n(-c2ccccc2)c1=O returned CHO parental Ca -2, M1 ag parental 0.1, M1 antag 20, M1 ag -4, TAAR1 ag 0, CHO-K1 Ca antag -9, TAAR1 antag -1, CHRM1 PAM -11 and CHO-K1 Ca PAM 9.
COc1ccc(CCC(=O)OCc2csc(CC(=O)Nc3ccccc3C)n2)cc1 was read as CHO parental Ca -6, M1 ag parental 1.7, M1 antag 6, M1 ag -3, TAAR1 ag 0, CHO-K1 Ca antag -3, TAAR1 antag 1, CHRM1 PAM 0 and CHO-K1 Ca PAM -3.
COc1ccc(Cl)cc1NC(=O)c1cnc2n(c1=O)CCS2 was read as CHO parental Ca -8, M1 ag parental 0.5, M1 antag -9, M1 ag 0, TAAR1 ag 1, CHO-K1 Ca antag -11, TAAR1 antag 7, CHRM1 PAM 4 and CHO-K1 Ca PAM 17.
`Cc1cccc(C)c1N(CC(=O)NCc1ccccc1)C(=O)c1csnn1` gave CHO parental Ca 2, M1 ag parental 1.1, M1 antag -3, M1 ag -5, TAAR1 ag -1, CHO-K1 Ca antag -14, TAAR1 antag 1, CHRM1 PAM 12 and CHO-K1 Ca PAM 5.
`COc1cccc(C(=O)OCC(=O)c2c[nH]c3ccccc23)c1O` gave CHO parental Ca 2, M1 ag parental 5.2, M1 antag 10, M1 ag -5, TAAR1 ag 24, CHO-K1 Ca antag -2, TAAR1 antag 9, CHRM1 PAM -4 and CHO-K1 Ca PAM 12.
COC(=O)c1ccc(CNC(=O)CNc2cc(C(F)(F)F)ccc2N2CCOCC2)cc1 was read as CHO parental Ca -9, M1 ag parental -0.2, M1 antag -10, M1 ag 3, TAAR1 ag -1, CHO-K1 Ca antag -6, TAAR1 antag -6, CHRM1 PAM 4 and CHO-K1 Ca PAM 16.
`CCOC(=O)C1(CCOc2ccccc2)CCN(Cc2cccc3c2OCO3)CC1` gave CHO parental Ca -2, M1 ag parental 6.5, M1 antag 16, M1 ag -4, TAAR1 ag 2, CHO-K1 Ca antag -6, TAAR1 antag -5, CHRM1 PAM -12 and CHO-K1 Ca PAM 9.
Screening Nn1c(C2CCC2)nc2ccccc2c1=O returned CHO parental Ca -6, M1 ag parental 0.4, M1 antag -6, M1 ag 0, TAAR1 ag 2, CHO-K1 Ca antag 19, TAAR1 antag -15, CHRM1 PAM 9 and CHO-K1 Ca PAM 5.
For COC(=O)c1ccc(C(=O)Nc2cc(Cl)ccc2Cl)cc1NC(=O)c1ccc(N(C)C)cc1 the results were CHO parental Ca -8, M1 ag parental 0.3, M1 antag 1, M1 ag -5, TAAR1 ag -1, CHO-K1 Ca antag -8, TAAR1 antag -1, CHRM1 PAM 0 and CHO-K1 Ca PAM 16.
For COc1cc(/C=C/C(C)=NNc2ccccc2)ccc1O the results were M1 ag parental 0.1, M1 antag -15, M1 ag -2, TAAR1 ag 3, CHO-K1 Ca antag -2, TAAR1 antag -13, CHRM1 PAM 10 and CHO-K1 Ca PAM -7.
For Cc1cc(C)n(CCCC(=O)O)n1 the results were CHO parental Ca -7, M1 ag parental -0.2, M1 antag 0, M1 ag -4, TAAR1 ag 7, CHO-K1 Ca antag 1, TAAR1 antag 10, CHRM1 PAM 14 and CHO-K1 Ca PAM -7.
CCOc1ccc(-n2c(C)cc(/C=N/NC(=O)C(N)=O)c2C)cc1 was read as CHO parental Ca -15, M1 ag parental -0.5, M1 antag -14, M1 ag -7, TAAR1 ag -1, CHO-K1 Ca antag -22, TAAR1 antag -26, CHRM1 PAM 5 and CHO-K1 Ca PAM 18.

Filtered by structure, those above with a thiophene ring, fused or not.
For C/C(=N\NC(=O)COc1ccc(C)cc1[N+](=O)[O-])c1cccs1 the results were CHO parental Ca -4, M1 ag parental 0.4, M1 antag -8, M1 ag -5, TAAR1 ag 1, CHO-K1 Ca antag -12, TAAR1 antag -9, CHRM1 PAM 3 and CHO-K1 Ca PAM 16.
COC(=O)c1cc(NC(=O)c2cccs2)ccc1N1CCOCC1 was read as CHO parental Ca -16, M1 ag parental 3.1, M1 antag -9, M1 ag -4, TAAR1 ag 2, CHO-K1 Ca antag -9, TAAR1 antag 11, CHRM1 PAM 4 and CHO-K1 Ca PAM 10.

3 compounds already listed, sorted by molar mass, lowest first:
Screening Nn1c(C2CCC2)nc2ccccc2c1=O returned CHO parental Ca -6, M1 ag parental 0.4, M1 antag -6, M1 ag 0, TAAR1 ag 2, CHO-K1 Ca antag 19, TAAR1 antag -15, CHRM1 PAM 9 and CHO-K1 Ca PAM 5.
For O=C(NCc1nnc(SC/C=C/c2ccccc2)o1)c1ccco1 the results were CHO parental Ca -12, M1 ag parental -0.1, M1 antag 7, M1 ag -2, TAAR1 ag 9, CHO-K1 Ca antag 16, TAAR1 antag 5, CHRM1 PAM 0 and CHO-K1 Ca PAM -7.
COC(=O)c1ccc(CNC(=O)CNc2cc(C(F)(F)F)ccc2N2CCOCC2)cc1 was read as CHO parental Ca -9, M1 ag parental -0.2, M1 antag -10, M1 ag 3, TAAR1 ag -1, CHO-K1 Ca antag -6, TAAR1 antag -6, CHRM1 PAM 4 and CHO-K1 Ca PAM 16.

Screening results deposited in PubChem BioAssay by The Scripps Research Institute Molecular Screening Center.

No enrichment for hits, and some 4.4% of all compounds hit somewhere here.
